# From PubChem BioAssay
# APE1 inh – blocks human APE1 abasic DNA cleavage. recombinant APE1, TAMRA/BHQ-2 abasic DNA cleavage fluorescence. Potency, µM (doses to about 65.8 µM), inactives show at the highest dose activity change, negative = inhibition, most hits filed as inhibitors. actives 0.35% (n = 350,000);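 further: potency means the concentration at half of the fitted maximal effect; plate controls were vehicle for no effect and reference inhibitor for full effect; nearly all actives have a fitted effect of over 55% in size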
#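 Enzyme (0.75 nM final) and test compound are incubated 15 min at room temperature before adding 50 nM quenched THF abasic-site duplex. Cleavage dequenches TAMRA, followed at 525/598 nm over three reads one minute apart.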
# PGK inhibitor – inhibitors of T. brucei phosphoglycerate kinase; P07378; Potency, µM (series often up to 57.5 µM), without a hit: at the top dose activity change, negative = inhibition, actives largely listed as inhibitors; actives 0.043% (n = 380,000); AID 602233; PGK/GAPDH coupled, Kinase-Glo luminescence, 60 min; further: potency means the concentration at half of the fitted maximal effect; on the % scale 0 is the no-effect control and ±100 the full control effect; nearly all actives have a fitted effect of over 60% in size
#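 Luminescent ATP detection (Kinase-Glo Plus) follows a 60-minute room-temperature incubation, with wells lacking PGK as controls. Buffer: 100 mM TEA (pH 7.6), 5 mM MgCl2, 0.01% Tween-20. Coupling enzyme GAPDH (100 nM final) supplies unstable 1,3-BPG in-well.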
# BLM inh – inhibitors of human Bloom syndrome helicase BLM; P54132; recombinant BLM DNA unwinding, fluorescence dequenching; Potency, µM (series often up to 56.1 µM), without a hit: at the top dose activity change, negative = inhibition, actives largely listed as inhibitors; actives 0.2% (n = 350,000);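 further: potency means the concentration at half of the fitted maximal effect; plate controls were vehicle for no effect and no enzyme for full effect; nearly all actives have a fitted effect of over 35% in size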
# Apoferritin bind – binds horse apoferritin like a general anesthetic; P02791; apoferritin/1-aminoanthracene competitive binding, fluorescence; Potency, µM (top dose mostly 77.5 µM), for the others: at the top dose activity change, negative = displacement, hits mostly inhibitors; actives 0.074% (n = 350,000); further: potency means the concentration at half of the fitted maximal effect; on the % scale 0 is the no-effect control and ±100 the full control effect; nearly all actives have a fitted effect of over 20% in size
# Target sequence (P02791 2-175 limits assumed): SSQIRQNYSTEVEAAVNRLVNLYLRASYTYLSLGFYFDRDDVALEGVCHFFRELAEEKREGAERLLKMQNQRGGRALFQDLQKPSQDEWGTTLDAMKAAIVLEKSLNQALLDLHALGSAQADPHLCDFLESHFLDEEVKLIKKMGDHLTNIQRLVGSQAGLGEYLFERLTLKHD
#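 In PBS, apoferritin at 10 uM is loaded with 1-AMA from a 50% saturated solution. After 10 min of compound exposure at ambient temperature, reduced 535 nm fluorescence indicates probe displacement.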
# POLI inh – DNA polymerase iota (human) inhibition. Q9UNA4. Pol iota fluorescent replication assay, 10 min. Potency, µM (series often up to 115 µM), for the others: top-dose activity, negative = inhibition, actives largely listed as inhibitors. actives 1% (n = 390,000). AID 588590; further: potency means the concentration at half of the fitted maximal effect
#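 Pol iota at 10 nM preincubated 15 min with compounds at room temperature; reaction started with fluorescent substrate, 50 nM final. Fluorescence read kinetically at 0 and 10 min; buffer-only wells as negative control.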
# POLH inh – inhibitors of human DNA polymerase eta; actives 1.2% (n = 390,000); recombinant Pol eta, fluorescent DNA replication assay; Potency, µM (top dose mostly 114 µM), inactives show top-dose activity change, negative = inhibition, hits mostly inhibitors; further: potency means the concentration at half of the fitted maximal effect; on the % scale 0 is the no-effect control and ±100 the full control effect
#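 Fluorescent replication assay: 50 nM final substrate added after a 15 min room-temperature compound preincubation with 10 nM enzyme. Signal taken at 0 min and again at 10 min.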
# RXFP1 antagonist – antagonists of human relaxin receptor RXFP1; HEK293-RXFP1, relaxin-stimulated cAMP HTRF, 30 min; active compounds read low; activity change, negative = inhibition, % at 57.5 µM; actives 0.59% (n = 350,000);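 active means activity change of -60% or lower, but not beyond a set lower limit; inconclusive means change between -60% and -40%, or beyond the set limit; inactive means change above -40%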; further: on the % scale 0 is the no-effect control and ±100 the full control effect
# Target sequence (Q9HBX9 whole entry, looked up): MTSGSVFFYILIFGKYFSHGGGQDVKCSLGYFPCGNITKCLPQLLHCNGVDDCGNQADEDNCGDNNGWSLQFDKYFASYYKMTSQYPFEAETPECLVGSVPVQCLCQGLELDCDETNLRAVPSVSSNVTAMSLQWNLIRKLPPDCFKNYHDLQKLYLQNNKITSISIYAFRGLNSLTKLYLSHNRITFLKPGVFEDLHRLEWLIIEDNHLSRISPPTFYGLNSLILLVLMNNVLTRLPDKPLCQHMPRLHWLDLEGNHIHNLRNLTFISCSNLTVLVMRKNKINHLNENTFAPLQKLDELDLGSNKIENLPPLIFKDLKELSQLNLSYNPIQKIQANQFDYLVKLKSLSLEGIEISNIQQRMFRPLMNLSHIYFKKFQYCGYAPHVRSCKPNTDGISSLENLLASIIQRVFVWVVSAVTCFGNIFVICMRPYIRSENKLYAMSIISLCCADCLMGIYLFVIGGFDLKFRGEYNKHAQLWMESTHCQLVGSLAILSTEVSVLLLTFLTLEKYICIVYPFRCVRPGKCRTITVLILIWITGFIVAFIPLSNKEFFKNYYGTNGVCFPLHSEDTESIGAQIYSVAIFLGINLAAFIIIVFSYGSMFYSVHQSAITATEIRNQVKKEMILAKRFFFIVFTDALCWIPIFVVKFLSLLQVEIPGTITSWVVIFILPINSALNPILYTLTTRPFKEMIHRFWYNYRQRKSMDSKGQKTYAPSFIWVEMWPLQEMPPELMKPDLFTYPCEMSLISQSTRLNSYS
# Pol kappa inh – DNA polymerase kappa (human) inhibition; Q9UBT6; purified Pol kappa, fluorescent DNA synthesis assay, 10 min; Potency, µM (series often up to 107 µM), for the others: at the top dose activity, negative = inhibition, hits mostly inhibitors; actives 0.53% (n = 400,000); AID 588579; further: potency means the concentration at half of the fitted maximal effect; on the % scale 0 is the no-effect control and ±100 the full control effect
#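 10 nM Pol kappa preincubated 15 min at room temperature with compounds, then reaction started with substrate at 50 nM final. Fluorescence read kinetically at 0 and 10 min; buffer-only wells served as negative control.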
# POLB inh – inhibitors of human DNA polymerase beta; Pol beta primer extension/strand displacement, fluorescence kinetic; P06746; AID 485314; Potency, µM (series often up to 114 µM), without a hit: top-dose activity change, negative = inhibition, usual class: inhibitors; actives 1.3% (n = 340,000); further: potency means the concentration at half of the fitted maximal effect; on the % scale 0 is the no-effect control and ±100 the full control effect
#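 Pol beta (10 nM) and compounds were preincubated 15 min at room temperature, then 50 nM substrate (final) started primer extension/strand displacement. Reads were taken at 0 and 10 min; concentration-response data were fitted to a four-parameter Hill equation.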
# Active calls of the source: *; i = inactive; ? = inconclusive; nt = not tested or not shown; [ ] = remark or other dose. Unless noted, the call rests on the fitted dose curve; in most records, active means well fitted curve in the direction sought with a large enough effect; inconclusive means small, poorly fitted or top-dose-only effect, or another doubt; inactive means no such curve, though single readings can be large; an effect the other way counts as inactive or inconclusive.
1) O=C(CSc1nc2cc(C(=O)NC3CCCC3)ccc2c(=O)n1CC1CCCO1)c1ccc(F)cc1 (stereo not drawn)
2) Cc1cccc(NC(=O)c2c(C)cc(C)nc2SCC(=O)Nc2c(C)cc(C)cc2C)c1
3) CN1C(=O)CC2(CC(=O)N(Cc3ccccc3)C2)C1=O (stereo not drawn)
4) CCN(CC(=O)Nc1ccc(NC(C)=O)cc1)C(=O)/C=C/c1c(C)nn(-c2ccc(F)cc2)c1Cl
5) CC(C)N(C(=O)c1nn(C)c2c1CSc1ccccc1-2)C1CCCCC1
6) COc1ccc(S(=O)(=O)NC(C)C(=O)NCc2cccnc2)cc1C (stereo not drawn)
7) C[C@]1(C(=O)O)C=C[C@@H](Cc2ccccc2)N1C(=O)c1ccccc1
8) Cc1onc(-c2ccccc2)c1C(=O)Nc1c(C)n(C)n(-c2ccccc2)c1=O

assay / compound	1	2	3	4	5	6	7	8
APE1 inh	nt	nt	-1%	1%	-28%	2%	10%	24%
PGK inhibitor	-6%	-5%	-9%	7%	-8%	-6%	-3%	i
BLM inh	-6%	-9%	1%	nt	-8%	nt	4%	0%
Apoferritin bind	5%	-14%	1%	nt	-8%	nt	6%	-13%
POLI inh	9%	-12%	10%	20%	16%	17%	43%	15%
POLH inh	-12%	4%	-1%	-22%	-25%	6%	1%	6%
RXFP1 antagonist	nt	-23	5	-1	-26	0	nt	-19
Pol kappa inh	-23%	-9%	-15%	-8%	-6%	-14%	12%	11%
POLB inh	6%	?	-1%	nt	0%	nt	16%	15%

9) CC(=NC1CCCCC1)C1=C(O)c2ccccc2C1=O
10) NC(=O)c1ccc[n+](CC(=O)c2ccc(Br)cc2)c1
11) O=C(Nc1ccccc1)c1ccc(-c2ccccc2C(F)(F)F)o1
12) CCOC(=O)COc1cc(O)c2c(=O)cc(-c3ccccc3)oc2c1
13) COc1cc(NC(=O)CN2CCN(C(=O)C3CCCO3)CC2)c(OC)cc1Cl (stereo not drawn)
14) CN1CCN(C(=O)c2ccc3c(c2)N(C)C(=O)/C(=C/c2cccc(Cl)c2)S3)CC1
15) c1cc2c(cc1Oc1nc(N3CCOCC3)nc(N3CCOCC3)n1)OCO2
16) COc1ccc(CCNc2nc(SCc3ccc(F)cc3)nc3ccccc23)cc1OC

assay / compound	9	10	11	12	13	14	15	16
APE1 inh	-3%	-5%	-6%	-2%	11%	8%	2%	nt
PGK inhibitor	nt	-8%	8%	4%	-4%	-6%	-6%	i
BLM inh	-6%	4%	-15%	-2%	-1%	1%	-1%	2%
Apoferritin bind	?	-4%	-16%	-5%	-3%	-17%	8%	14%
POLI inh	48%[activator]	24%	?	58%[activator]	22%	29%	?	-1%
POLH inh	-14%	-22%	-22%	3%	1%	-22%	-20%	-20%
RXFP1 antagonist	5	0	nt	10	4	0	-7	-29
Pol kappa inh	-6%	3%	-9%	-16%	-9%	1%	-20%	0%[60.1 µM]
POLB inh	26%	-1%	?	-17%	12%	4%	-1%	0%

17) Cc1nc2ccccc2n1C(=O)N1CCOCC1
18) COc1cccc(C2CC(C(F)(F)F)n3nc(C(=O)Nc4c(C)n(C)n(-c5ccccc5)c4=O)cc3N2)c1 (stereo not drawn)
19) COc1ccc(NC(=O)Cn2c(=O)n(CC3CCCO3)c(=O)c3ccccc32)cc1 (stereo not drawn)
20) Cc1ccnc(SCc2cc(=O)c(OC(=O)c3ccccc3)co2)n1
21) COC(=O)c1sc(C(C)(C)C)cc1CS(=O)(=O)c1ccccn1
22) CC(=O)N(C)c1ccc(NCc2cc(=O)oc3cc(C)c(O)cc23)cc1
23) Cc1ccc(CNC(=O)COC(=O)c2ccc(Cl)c(N)c2)cc1
24) CC(C)(C)[C@@H]1COC(=O)[C@@H](NC(=O)OCC2c3ccccc3-c3ccccc32)C/C=C\C[C@@H](CC(=O)NCCO)C(=O)N1

assay / compound	17	18	19	20	21	22	23	24
APE1 inh	4%	0%	nt	-6%	19%	33%	3%	13%
PGK inhibitor	i	-4%	-9%	-9%	-10%	-1%	6%	1%
BLM inh	3%	-8%	4%	0%	-11%	-4%	10%	nt
Apoferritin bind	0%	-10%	-10%	-17%	0%	-7%	?	nt
POLI inh	0%	-7%	11%	-9%	-16%	25%	118%[activator]	24%
POLH inh	-12%	-6%	-21%	4%	-3%	-1%	-13%	-20%
RXFP1 antagonist	4	-7	nt	0	-2	8	-10	nt
Pol kappa inh	2%	-12%	?	2%	1%	-20%	-3%	1%
POLB inh	-1%	-2%	2%	-3%	11%	23%	0%	nt

25) Cc1nc2cc(S(=O)(=O)N(C)C)ccc2n1-c1ccccc1
26) CCC1CCCCN1C(=O)CN1C(=O)CSC1=O (stereo not drawn)
27) Cc1ccc(S(=O)(=O)/N=C(\Nc2cc(C)on2)c2ccc(Cl)cc2)cc1
28) CN1c2ccccc2C(=O)C(=C2SCCCS2)S1(=O)=O
29) COc1ccccc1C(=O)OCC(=O)NC12CC3CC(CC(C3)C1)C2
30) COc1ccccc1-c1nnc(SC(C)C(=O)Nc2ccc(C(N)=O)cc2)o1 (stereo not drawn)
31) Cc1ccccc1N/C(SCc1cccc(Br)c1)=C(/C#N)C(N)=O
32) CC1CC(=O)N(c2ccc(C(C)C)cc2)C(=O)C1

assay / compound	25	26	27	28	29	30	31	32
APE1 inh	2%	2%	7%	-3%	9%	15%	9%	7%
PGK inhibitor	2%	i	-1%	7%	-2%	5%	-4%	11%
BLM inh	-3%	-1%	-15%	-1%	nt	nt	-1%	-3%
Apoferritin bind	-9%	-13%	5%	-20%	nt	nt	-13%	-22%
POLI inh	7%	5%	195%[activator]	7%	1%	29%	95%[activator]	20%
POLH inh	-14%	-6%	-23%	-15%	-12%	-19%	-21%	-3%
RXFP1 antagonist	-5	-24	16	7	-11	-5	-15	4
Pol kappa inh	-9%	6%	-16%	-7%	-2%	-4%	-10%	-11%
POLB inh	16%	11%	22%	-16%	nt	nt	-1%	2%

# Molecules above containing a Cl atom:
4) CCN(CC(=O)Nc1ccc(NC(C)=O)cc1)C(=O)/C=C/c1c(C)nn(-c2ccc(F)cc2)c1Cl
13) COc1cc(NC(=O)CN2CCN(C(=O)C3CCCO3)CC2)c(OC)cc1Cl (stereo not drawn)
14) CN1CCN(C(=O)c2ccc3c(c2)N(C)C(=O)/C(=C/c2cccc(Cl)c2)S3)CC1
23) Cc1ccc(CNC(=O)COC(=O)c2ccc(Cl)c(N)c2)cc1
27) Cc1ccc(S(=O)(=O)/N=C(\Nc2cc(C)on2)c2ccc(Cl)cc2)cc1

assay / compound	4	13	14	23	27
APE1 inh	1%	11%	8%	3%	7%
PGK inhibitor	7%	-4%	-6%	6%	-1%
BLM inh	nt	-1%	1%	10%	-15%
Apoferritin bind	nt	-3%	-17%	?	5%
POLI inh	20%	22%	29%	118%[activator]	195%[activator]
POLH inh	-22%	1%	-22%	-13%	-23%
RXFP1 antagonist	-1	4	0	-10	16
Pol kappa inh	-8%	-9%	1%	-3%	-16%
POLB inh	nt	12%	4%	0%	22%

# More results.
33) O=C(Nc1ccnn1C1CCN(C(=O)c2c(F)cccc2F)CC1)C1CC1
34) O=[N+]([O-])c1ccccc1/C=N/Nc1nnc(-c2ccccc2)c(-c2ccccc2)n1
35) Cc1ccc(NC(=O)c2nc[nH]c2C(=O)N[C@@H](C)C(=O)OC(C)(C)C)cc1
36) CCN(Cc1nc(-c2ccccc2)no1)C(=O)COc1cccc(OC)c1
37) CCOc1cc(/C=N/NC(=O)c2ccncc2)ccc1OC(=O)c1ccccc1
38) CCc1ccc(/C=N/NC(=O)c2cc(C)on2)s1
39) CN(CC(=O)Nc1ccc(N2CCOCC2)cc1)C(=O)C12CC3CC(CC(C3)C1)C2
40) CN1CCN(CC(=O)C23CC4CC(CC(C4)C2)C3)CC1

assay / compound	33	34	35	36	37	38	39	40
APE1 inh	9%	0%	-2%	-8%[12.4 µM]	-11%	10%	-3%	11%
PGK inhibitor	-5%	21%	-10%	6%	6%	7%	-3%	-9%
BLM inh	-1%	1%	-12%	-10%	-4%	3%	nt	-2%
Apoferritin bind	-6%	-3%	?	-11%	-19%	1%	nt	?
POLI inh	13%	9%	7%	-22%	-16%	141%[activator]	7%	?
POLH inh	-12%	-14%	-23%	-3%	5%	-2%	-17%	-6%
RXFP1 antagonist	-1	-4	nt	2	-25	-7	-3	-32
Pol kappa inh	-25%	5%	0%	-17%	-7%	-11%	-14%	-7%
POLB inh	1%	16%	-19%	0%	34%	10%	nt	19%

41) CCOC(=O)C1=C(COC(=O)c2ccc([N+](=O)[O-])s2)NC(=O)NC1C (stereo not drawn)
42) C(=N\N=C\c1cccnc1)/c1cccnc1
43) COc1cccc(CNC(=O)c2ccc(C)c(NC3=NC4CS(=O)(=O)CC4S3)c2)c1 (stereo not drawn)
44) COc1nc(-c2ccncc2)nc2ccccc12
45) Cc1[nH]n(C)c(=O)c1C(=O)c1c(-c2ccccc2Cl)noc1C
46) COc1ccc2cc(C#N)c(SCC(=O)NNC(=O)Cc3ccccc3)nc2c1
47) CCOc1cc(/C=C2\N=C(SCC)SC2=O)cc([N+](=O)[O-])c1OC(C)=O

assay / compound	41	42	43	44	45	46	47
APE1 inh	?	3%	32%	-11%	-2%	-9%	2%
PGK inhibitor	-2%	-6%	-3%	-1%	i	i	-21%
BLM inh	nt	-1%	0%	4%	-7%	0%	-6%
Apoferritin bind	nt	-1%	-9%	-18%	-13%	-18%	-18%
POLI inh	50µM*	51%[activator]	7%	36%[activator]	44%[activator]	3%	?
POLH inh	40µM*	-6%	-8%	-10%	-15%	-12%	45µM*
RXFP1 antagonist	12	nt	1	7	-6	-3	12
Pol kappa inh	?	-15%	16%	-4%	-10%	-12%	?
POLB inh	nt	20%	-3%	7%	-26%	-12%	16µM*

# Full records, quoted from the list. Screens in order: APE1 inh, PGK inhibitor, BLM inh, Apoferritin bind, POLI inh, POLH inh, RXFP1 antagonist, Pol kappa inh, POLB inh
# Profile of COc1ccc2cc(C#N)c(SCC(=O)NNC(=O)Cc3ccccc3)nc2c1 : -9%, i, 0%, -18%, 3%, -12%, -3, -12%, -12%
# Profile of CCOC(=O)C1=C(COC(=O)c2ccc([N+](=O)[O-])s2)NC(=O)NC1C (stereo not drawn) : ?, -2%, nt, nt, 50µM*, 40µM*, 12, ?, nt

# Not all compounds are listed; the hit share may differ from the screen's.
